Screening results deposited in PubChem by National Center for Advancing Translational Sciences (NCATS).
TDP-43 yeast inh: TDP-43 toxicity inhibition in yeast. TDP-43 expressing yeast growth rescue, BacTiter-Glo, 24 h. Potency, µM (doses to about 46.1 µM), inactives show at the highest dose growth rescue (activation), hits mostly activators. actives 1.8% (n = 410,000). AID 652104; note: % of control where 0% means no effect; nearly all actives have a fitted effect of over 50% in size
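Cell-based yeast growth screen: TDP-43 expression induced in galactose, inoculum OD600=0.02 after raffinose pregrowth to mid-log. Read-out BacTiter-Glo luminescence at 24 hr, 30 deg C; inhibition of toxicity seen as signal increase.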
FUS suppressor: FUS proteinopathy suppression in yeast; S. cerevisiae FUS-expressing, growth rescue, OD600, 24 h; Potency, µM (highest dose often 76.6 µM), without a hit: top-dose growth rescue (activation), actives largely listed as activators; actives 0.24% (n = 390,000);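 note: plate controls were DMSO vehicle for no effect and reference control for full effect; nearly all actives have a fitted effect of over 55% in size; some results filed as inactive show a strong effect at the top dose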
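FUS-expressing yeast, raffinose-pregrown, induced in 2% galactose minimal medium at OD 0.005; compounds in a dilution series, 24hr at 30C. Growth restoration read as absorbance at 600 nm. CP55940 positive control, DMSO negative.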
PTHR1 agonist: PTHR1 (human) receptor agonism; Q03431; HEK293 GP2 PTHR1 cells, GloSensor cAMP luminescence, 1 h; AID 743266; actives 0.075% (n = 410,000); Potency, µM (series often up to 115 µM), inactives show at the top dose activation, actives largely listed as activators; note: nearly all actives have a fitted effect of over 55% in size; some results filed as inactive show a strong effect at the top dose; inactives centre near -15; many of its hits are not listed in these tables
Target sequence (Q03431 whole entry, looked up): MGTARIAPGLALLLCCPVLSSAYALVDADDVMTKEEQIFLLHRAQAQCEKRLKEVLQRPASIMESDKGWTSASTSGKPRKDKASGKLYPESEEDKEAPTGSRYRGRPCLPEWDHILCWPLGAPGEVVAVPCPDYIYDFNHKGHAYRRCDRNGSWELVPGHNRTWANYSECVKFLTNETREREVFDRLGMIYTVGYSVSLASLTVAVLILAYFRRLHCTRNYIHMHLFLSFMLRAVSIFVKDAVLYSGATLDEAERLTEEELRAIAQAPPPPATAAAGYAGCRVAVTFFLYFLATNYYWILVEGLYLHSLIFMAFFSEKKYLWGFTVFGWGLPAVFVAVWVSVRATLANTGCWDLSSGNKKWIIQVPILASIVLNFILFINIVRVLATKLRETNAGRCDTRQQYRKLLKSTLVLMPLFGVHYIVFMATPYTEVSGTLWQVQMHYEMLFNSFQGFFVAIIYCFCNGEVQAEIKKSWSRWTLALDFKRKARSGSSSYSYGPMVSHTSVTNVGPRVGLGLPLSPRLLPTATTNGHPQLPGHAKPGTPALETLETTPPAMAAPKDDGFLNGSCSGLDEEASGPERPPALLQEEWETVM
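HEK-293-derived GP2 cells expressing PTHR1 and a GloSensor cAMP reporter, 3,000/well, plated overnight, given luciferin plus IBMX (each 0.5 mM as added) for 1 h at 37 °C, then compound for 1 h at 37 °C. Luminescence was read after 15 min at room temperature.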
* marks the source's active call; other numbers are inactive results; i = inactive; ? = inconclusive; [ ] = dose if it differs, or a comment. Calls come from the whole dose curve; as a rule, active = well fitted curve in the direction sought with a large enough effect; inconclusive = small, poorly fitted or top-dose-only effect, or another doubt; inactive = no such curve, though single readings can be large; an effect the other way counts as inactive or inconclusive. Potency is the fitted concentration of half-maximal effect.

SMILES	TDP-43 yeast inh	FUS suppressor	PTHR1 agonist
CC(C)c1ccc(OCC(=O)NCC(c2ccc(Cl)cc2)N2CCOCC2)cc1 (stereo not drawn)	?	?	-13.7%
Cc1cc(C)cc(C(=O)Nc2c(C(=O)Nc3ccccc3F)oc3ccccc23)c1	-14.8%	-16.7%	18.4%
COc1nnc(-c2ccc(N3CCCCC3)c(NC(=O)c3ccc(C)cc3)c2)c2ccccc12	12.0%	8.2%	i
CCc1ccc(NC(=O)Cn2nnc(C(=O)NCc3ccc(C)cc3)c2N)cc1	0.0%	-0.7%	-25.5%
COc1ccc(CCNC(=O)c2nn(-c3ccc(C)cc3)c(=O)c3c2c2ccccc2n3C)cc1OC	24.4%	-14.5%	i
CCCN1C(=O)C(O)(CC(=O)c2ccc(CC)cc2)c2ccccc21 (stereo not drawn)	15.4%	18.4%	-10.2%
Cc1ccc2nc(NC(=O)c3nc(SCc4ccccc4C)ncc3Cl)sc2c1	8.2%	-5.5%	-1.3%
COCCNC(=O)CSc1nc(-c2ccccc2C)nc2c1c(=O)n(C)c(=O)n2C	24.2%[9.22 µM]	2.1%	-15.6%
COC(=O)c1c(NC(=O)COc2ccc(OC)cc2)sc2c1CCC(C)C2 (stereo not drawn)	29.4%	?	-19.2%
CCOC(=O)c1cnc(NCc2ccc(OC)cc2OC)c2ccccc12	17.7%	24.9%	-66.1%[inhibitor]
CC(C)(C)c1ccc(C(=O)NCC(c2cccs2)S(=O)(=O)c2ccc(F)cc2)cc1 (stereo not drawn)	?	35.5µM*	-9.1%
COc1ccc(-c2nc(CNC(=O)Nc3ccccc3)c(C)o2)cc1	-1.1%	11.3%	-30.4%[inhibitor]
CCC1CN(C(=O)Nc2ccc(Br)cc2F)c2ccccc2S1 (stereo not drawn)	-15.1%	-12.3%	i
COc1ccc(-c2nc(Cn3c(SCc4ccc(C)cc4)nc4cccnc43)c(C)o2)cc1OC	?	?	-51.8%[inhibitor]
COc1ccc(Br)cc1CNC(=O)CN1C(=O)CCCc2ccccc21	15.9%	4.6%	-6.3%
O=S(=O)(NCc1csc(-c2ccccc2)n1)c1ccccc1	?	-9.6%	-24.1%
COc1ccccc1N1CCN(C(=O)c2cnn(-c3cccc(Cl)c3)c2C2CCN(C(=O)OC(C)(C)C)CC2)CC1	0.0%	30.2%	-11.0%
COc1ccc(CNC(=O)c2cccc(N3CCCS3(=O)=O)c2)cc1	3.0%	-20.5%	i
COc1ccc(NC(=O)C(C)Sc2cc(-c3ccccc3)nc(C)n2)cc1Cl (stereo not drawn)	?	34.6%	-20.4%
Cc1ccc2c(c1)c1c(c(=O)n(Cc3ccccc3)c(=O)n1Cc1cccc(F)c1)n2C	25.9%	-2.3%	i
COc1cccc(CSc2nc(-c3ccccc3OC)nc3c2Cc2c(CO)cnc(C)c2O3)c1	28.3%	?	-3.0%
CCOc1ccccc1NC(=O)Cn1c(=O)n(Cc2ccco2)c(=O)c2cccnc21	13.0%	8.3%	i
CCCC12CN3CC(C)(CN(C1)C3c1ccccc1Cl)C2=O (stereo not drawn)	11.8%	-7.0%	-13.9%
COc1ccc(C)cc1NC(=O)c1oc2ccc(S(=O)(=O)N3CCOCC3)cc2c1C	-3.9%	-8.7%	-11.2%
CCC(C(=O)NC1CCCCC1)n1nc(C)c2sc3ccccc3c2c1=O (stereo not drawn)	?	-17.9%	-17.9%
COc1ccc(CNC(=O)CCc2c(C)nc3nc(CNC(=O)OC(C)(C)C)nn3c2C)cc1	15.2%	-7.4%	-18.1%
COc1cc(C2c3c(oc4cc(C)c(C)cc4c3=O)C(=O)N2CCCN2CCOCC2)ccc1O (stereo not drawn)	5.8%	?	-33.5%[inhibitor]
Cc1ccccc1-n1c(SCC(=O)Nc2ccc(Cl)cc2Cl)nc(O)cc1=O	15.4%	10.0%	i
CCOC(=O)c1c(C)oc2nc(C)nc(N3CCN(c4ccc(C(C)=O)cc4)CC3)c12	16.2%	-23.1%	i
Cc1ccc(NC(=O)CSc2nc3ccc(NC(=O)c4cccs4)cc3s2)cc1	10.4%	6.9%	i
CCOC(=O)c1noc2nc(C)n(Cc3cccc(C#N)c3)c(=O)c12	16.1%	-3.9%	-9.6%
Cc1cc(C)cc(NC(=O)N2CCN(C)c3ncccc32)c1	27.4%	-39.9%	i
Cc1ccc(C(=O)NCC(c2cccs2)S(=O)(=O)c2ccccc2)cc1C (stereo not drawn)	16.9%	34.2%	-10.9%
CCOc1ccc(NC(=O)c2c(NCc3cccnc3)sc3c2CCCC3)cc1	25.6%	39.1%	i
COc1ccccc1CNC(=O)CCC1N=C2c3ccccc3N=C(SCC(N)=O)N2C1=O (stereo not drawn)	-19.2%	?	-7.5%
O=C(NCC1CCN(Cc2ccc(F)cc2)CC1)c1cc2ccc3cccnc3c2[nH]1	0.0%	-17.5%	i
Cc1cc(NC(=O)CCn2c(=O)c3cccn3c3cccnc32)ccc1Br	17.1%	-19.0%	i
Cc1ccc(C)c(N2CCN(c3nc4ccc(C)cc4nc3-n3nc(C)cc3C)CC2)c1	16.7%	-31.6%	-5.7%
Cc1cccn2c(=O)c3cc(C(=O)N(Cc4ccccc4)C(C)C)sc3nc12	?	?	-40.7%[inhibitor]
CCOC(=O)C1CCN(C(c2ccccc2)c2c(O)cc(C)n(Cc3ccco3)c2=O)CC1 (stereo not drawn)	17.2%	11.2%	-34.8%[inhibitor]
Cc1cccc(Cn2c(=O)n(CCc3ccccc3)c(=O)c3sc4ccccc4c32)c1	14.6%	-16.2%	-16.7%
COc1ccc(CCNC(=O)CCn2c(=O)c3cccn3c3cccnc32)c(OC)c1OC	-6.7%	-15.8%	?
COC(=O)c1nnn(CC(=O)Nc2cc(F)ccc2F)c1C(=O)OC	-11.8%	-1.6%	?
CCOc1ccccc1NC(=O)CSc1nc2cc(OC)c(OC)cc2c2nc(CCn3c(C)nc4ccccc43)nn12	-2.6%	?	-6.7%
COc1ccccc1NC(=O)c1c(NCc2ccc(C)o2)sc2c1CCCCC2	14.3%	28.5%	-6.8%
Cc1ccccc1C(=O)NC1(C(F)(F)F)C(=O)Nc2c1c(=O)[nH]c(=O)n2CCc1ccccc1 (stereo not drawn)	14.5%[9.22 µM]	-22.0%	-18.5%
Cc1ccc(NC(=O)c2ccc(CNS(=O)(=O)c3ccc4c(c3)C(C)(C)C(=O)N4C)cc2)cc1C	22.2%	?	-93.4%[inhibitor]
COc1ccccc1CNC(=O)c1ccc(-c2nc(CS(=O)(=O)c3ccc(C)cc3)c(C)o2)cc1	8.1%	22.5%	-22.6%
Cc1ccc2[nH]c(=O)c3cc(C(=O)N4CCN(c5ccccc5F)CC4)sc3c2c1	17.6%	-0.2%	i
CCOc1cc(C(=O)Nc2ccc(-c3nc4cc(C)ccc4o3)cc2)cc(OCC)c1OCC	?	-3.2%	-41.7%[inhibitor]
COc1cccc(-c2ccnc3c(-c4ccc(F)cc4)c(C)nn23)c1	3.0%	12.7%	i
O=c1[nH]c(SCc2ccc(Br)cc2)nc2c1CCCC2	0.0%	-35.3%	-27.0%
COc1ccc(C2c3c(n(C)c4ccccc34)C(=O)N2CC(=O)Nc2cccc(Cl)c2)cc1 (stereo not drawn)	1.9%	17.7%	-0.3%
O=C(CSCc1nc2cccnc2n1C1CCCCC1)NCc1cccc(Cl)c1	?	?	?
Cc1ccc(Cn2cc(CCC(=O)NCc3ccccc3F)c3ccccc32)cc1	12.7%	-9.4%	-3.9%
CCc1ccc(S(=O)(=O)c2nnn3c2nc(Nc2ccc(C)c(Cl)c2)c2sccc23)cc1	5.1%	-24.3%	-12.6%
CCOC(=O)c1ccc(NC(=O)CSc2nnc3c4ccccc4n(CC)c3n2)cc1	?	44.8%	i
CCCc1cnc2c(c1SCc1cccc(C)c1)c(=O)n(C)c(=O)n2C	9.2%	8.4%	-18.5%
O=S(=O)(NCc1nc2cccnc2n1Cc1ccccc1)c1ccc2c(c1)CCCC2	-18.7%	-5.1%	-56.2%[inhibitor]
CCCCOc1ccc(C2c3c(oc4ccc(C)cc4c3=O)C(=O)N2CCCN(C)C)cc1OCC (stereo not drawn)	-0.6%	-8.5%	?
Carrying on.
SMILES	TDP-43 yeast inh	FUS suppressor	PTHR1 agonist
O=C(Nc1ccccc1C(=O)OCc1cc(=O)n2c3c(sc2n1)CCCC3)c1ccc(F)cc1	-2.3%	21.5%	-33.4%[inhibitor]
CCN(CC)C(=O)CSc1nc2cc3c(cc2c(=O)n1Cc1ccc(C(=O)NCCc2ccc(OC)c(OC)c2)cc1)OCO3	12.8%	29.6%	i
CCOCCCN(C(=O)Nc1ccc(Cl)cc1)C1CCN(C(C)=O)CC1	15.0%	-16.3%	-22.7%
O=C(CSc1oc(-c2ccco2)nc1S(=O)(=O)c1ccc(Br)cc1)c1ccccc1	27.1%	37.6%	i
Cc1ccc(C)c(N2CCN(C(=O)CN3C(=O)CSc4c3c(C)nn4-c3ccccc3)CC2)c1	4.6%	-7.6%	i
COc1ccccc1OCCCn1c(C2CC(=O)N(c3ccccc3Cl)C2)nc2ccccc21 (stereo not drawn)	3.2%	?	i
CCCCc1ccc(C(=O)c2c(N)c(C(=O)Nc3cccc(OC)c3)c3ccccn23)cc1	6.3%	-19.0%	i
CCC(C)NC(=O)c1ccc2c(c1)sc1nc(-c3ccc(OC)cc3)cn12 (stereo not drawn)	25.1%	6.4%	-2.3%
CCc1ccc(S(=O)(=O)NCc2nc3cccnc3n2Cc2cccc(OC)c2)cc1	22.1%	?	i
Cc1nc2ncnn2c(C)c1CCC(=O)NCc1ccccc1Cl	-2.1%	-23.1%	-1.7%
CCc1cc2c(cc3c(=O)n(CC(=O)NCCOC)nc(CC)n32)s1	14.0%	-8.4%	-14.3%
COc1ccc(NC(=O)CSc2ncc3c(n2)-c2ccccc2N(Cc2ccc(C)cc2)S3(=O)=O)cc1Cl	3.8%	12.5%	-20.4%
CCCCC(CC)CNC(=O)Cc1ccc(-n2c(=O)[nH]c3ccccc3c2=O)cc1 (stereo not drawn)	12.5%[9.22 µM]	11.0%	-14.5%
Cc1ccccc1OCc1cc(=O)n2c(-c3ccccc3)csc2n1	17.1%	-11.9%	-16.4%
Cc1ccc(NC(=O)Cn2cc3c(n2)CCC(C)C3)cc1C (stereo not drawn)	17.7%[9.22 µM]	-11.0%	-1.9%

A different layout for some results above:
Values in the order: TDP-43 yeast inh	FUS suppressor	PTHR1 agonist
CCCC12CN3CC(C)(CN(C1)C3c1ccccc1Cl)C2=O (stereo not drawn)
  11.8%	-7.0%	-13.9%
COc1ccc(C)cc1NC(=O)c1oc2ccc(S(=O)(=O)N3CCOCC3)cc2c1C
  -3.9%	-8.7%	-11.2%
CCC(C(=O)NC1CCCCC1)n1nc(C)c2sc3ccccc3c2c1=O (stereo not drawn)
  ?	-17.9%	-17.9%
COc1ccc(CNC(=O)CCc2c(C)nc3nc(CNC(=O)OC(C)(C)C)nn3c2C)cc1
  15.2%	-7.4%	-18.1%
COc1cc(C2c3c(oc4cc(C)c(C)cc4c3=O)C(=O)N2CCCN2CCOCC2)ccc1O (stereo not drawn)
  5.8%	?	-33.5%[inhibitor]
Cc1ccccc1-n1c(SCC(=O)Nc2ccc(Cl)cc2Cl)nc(O)cc1=O
  15.4%	10.0%	i
CCOC(=O)c1c(C)oc2nc(C)nc(N3CCN(c4ccc(C(C)=O)cc4)CC3)c12
  16.2%	-23.1%	i

The list goes on.
SMILES	TDP-43 yeast inh	FUS suppressor	PTHR1 agonist
CC(C)Cn1cc(C(=O)N2CCN(c3cccc(Cl)c3)CC2)c2c3ccccc3n(C)c2c1=O	-9.7%	35.5µM*	i
Cc1c(C2=CCN(S(=O)(=O)c3ccc(CC(C)C)cc3)CC2)c2ccccc2n1CC(=O)N1CCCC1	-11.9%	7.1%	44.7µM*
O=C(NCc1ccco1)c1ccc2c(c1)N(Cc1ccc(Cl)cc1)C(=O)c1ccccc1S2	8.3%	27.2%	-5.7%
CCOC(=O)c1ccccc1NC(=O)CN(c1cc(C(F)(F)F)ccc1Cl)S(C)(=O)=O	7.7%	14.9%	-15.3%
Cc1ccc(S(=O)(=O)N(CC(=O)NCCSc2ccc(Cl)cc2)c2ccccc2C)cc1	4.0%	28.7%	i
O=C(Nc1ccc(Cl)cc1)C(NS(=O)(=O)c1cccs1)c1ccccc1 (stereo not drawn)	1.7%	18.8%	-17.0%
CCc1nc2ccccc2n2c(-c3ccccc3)c3c(=O)n(C)c(=O)n(C)c3c12	?	4.7%	-4.4%
COc1ccc(NC(=O)Cn2c3ncccc3c(=O)n2-c2ccc(C)c(C)c2)c(OC)c1	23.5%	39.5%	3.3%
O=C(Nc1cc(Cl)cc(Cl)c1)c1cc(S(=O)(=O)N2CCC3(CC2)OCCO3)ccc1F	7.1%	42.0%	i

This is a subset, so the mix of outcomes need not match the whole.
